Pf apPOL block: Pf-apPOL DNA polymerase inhibition. inhibition, % at 10 µM. AID 1794808. Recombinant Pf-apPOL, molecular beacon fluorescence, 1.5 h. 210,000 tested, 0.25% active
mHTT-CaM PPI inh: mHTT-calmodulin interaction abrogation; P42858; AlphaScreen His-mHTT/GST-CaM binding, luminescence; inhibition, % at 15 µM; 190,000 tested, 3.6% active; AID 1671202;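 also: 0% = both proteins with DMSO and 100% = one protein alone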
Starred values were filed as active, the others as inactive; . = no result given; & = joins results of further samples. Rule as the data show it: active = inhibition above about 50%; inactive = the rest. Only part of the results is shown (hit frequency here may not be typical).

SMILES | Pf apPOL block | mHTT-CaM PPI inh
COc1cc(NC(=O)/C=C/c2ccco2)ccc1NC(=O)c1ccco1 | 2 | 38
CC(NC=C(C#N)c1nn[nH]n1)C(C)(C)C (configuration not stated) | 1 | .
C1=CN(c2ccccc2)C(C=NCc2ccccc2)=CS1 | . | -2
O=C(O)c1ccccc1SCC(=NO)c1ccc([N+](=O)[O-])cc1 | 2 | .
CC1=C(C(=O)Nc2ccc(C)cn2)C(c2ccc([N+](=O)[O-])cc2)C2=C(CC(C)(C)CC2=O)N1 (configuration not stated) | -5 | 10
O=C(Cn1ccc2ccccc2c1=O)NCCC(=O)N1CCC2(CC1)OCCO2 | -6 | -5
Cc1oc(C2CCN(C(=O)Cc3ccc(F)cc3)CC2)nc1C(=O)N1CCCC1 | 0 | 12
CCCc1nc2c(sc3nc(C)cc(COC)c32)c2nc3ccccc3n12 | 1 | 0
Cc1ccc(C(=O)Nc2c(-c3cccs3)nc3ccc(Cl)cn23)cc1 | -4 | -1
COc1ccc(C2C(C(=O)Nc3ccc(C)cc3)=C(C)Nc3ncnn32)cc1 (configuration not stated) | -2 | 0
COc1ccc(C(=O)Nc2c3c(nn2-c2cccc(C)c2C)CS(=O)C3)cc1 (configuration not stated) | -4 | 5
CCCOc1nccnc1NC1CCN(C(=O)c2ccoc2)CC1 | -4 | 6
O=C(Nc1ncn[nH]1)c1cc(-c2ccc(Cl)cc2)nc2ccccc12 | 0 | -2
Cn1c(=O)c2ccccc2[s+]1-c1cccc2cccc(C(=O)O)c12 (configuration not stated) | -10 | .
COc1cc(/C=C2\NC(=O)N(c3cccc(Cl)c3)C2=O)ccc1Oc1ccc([N+](=O)[O-])cn1 | 1 | 7
CCOC(=O)N1CCN(C(=O)CSc2nc(=O)n3cc(C)ccc3n2)CC1 | -2 | -16
COCc1cc(C)nc2sc(C(=O)N(c3ccccc3)c3ccccc3)c(N)c12 | -9 | -19
O=C(NCCC12CC3CC(CC(C3)C1)C2)Nc1ccccc1 | -4 | -1
O=S(=O)(c1cccc(C(F)(F)F)c1)N1CN2CN(C1)CN(S(=O)(=O)c1cccc(C(F)(F)F)c1)C2 | -1 | .
Oc1ccc(C2C=CCC2)cc1 (configuration not stated) | -2&-8 | 16&32
Nc1cc(C2CCN(C(=O)c3ccncc3)CC2)no1 | -1 | -12
Cc1nc2ccc(NC(=O)NC3CC3)cc2nc1C | -9 | 2
COc1ccc(C2=N/C(=C\C(Cl)=C\c3ccccc3)C(=O)O2)cc1[N+](=O)[O-] | -5 | 32
COc1ncccc1CN(C)C(=O)C1(c2ccccc2)CC1 | 0 | -1
CC(C)CNC(=O)N1CCCC1c1cccc(F)c1 (configuration not stated) | -1 | 1
The results go on:
SMILES | Pf apPOL block | mHTT-CaM PPI inh
CC(C)c1noc(-c2cccnc2N2CCCN(C(=O)NCc3cccc(F)c3)CC2)n1 | -7 | -3
CCCCOC(=O)Nc1ccc(S(N)(=O)=O)cc1 | -16 | 1
CC1(C(=O)NCc2ccccc2)CCCN(C(=O)Nc2ccc(F)cc2)C1 (configuration not stated) | -2 | -7
O=C(Nc1ccc(F)c(F)c1)c1cnc(-c2ccc(F)cc2)nc1-c1ccncc1 | 40 | -1
Cc1noc(C2CN(C(=O)COc3ccc(Cl)cc3Cl)C2)n1 | -18 | -15
O=C(c1ccc(OCC2CCCN2C(=O)c2ccccc2Cl)cc1)N1CCCC1 (configuration not stated) | 10 | 16
O=C(COc1ccc(Cl)cc1)Nc1nnc(Cc2cccs2)o1 | -64 | 78*
Cc1cc(-c2ccc(NC(=O)C(Cl)Cl)c(C)c2)ccc1NC(=O)C(Cl)Cl | 1 | -5
CCC(C)NC(=O)C1CC(c2ccccc2)CN(C(=O)c2cccc(F)c2)C1 (configuration not stated) | 0 | 21
CC1CN(C(=O)Cn2cc([N+](=O)[O-])cn2)CC(C)O1 (configuration not stated) | -441 | -1
COc1ccc(-c2cc(-c3ccc(F)cc3)c(C#N)c(N)n2)cc1 | 23 | -11
Cc1cc(Cl)ccc1NC(=O)Cc1nnc(-c2ccc3ncccc3c2)o1 | 3 | 1
O=C1OC(c2cccc(Br)c2)=N/C1=C\C=C\c1ccccc1 | -6 | 24
CCCN(C)C(=O)c1cc(-c2ccc3c(c2)OCO3)on1 | -2 | -7
COc1cccc(Nc2nnc(-c3cc4c(CO)cnc(C)c4oc3=O)s2)c1 | 3 | 1
CCN1c2ccccc2C(=O)NC12CCN(C(=O)c1ccccc1OC)CC2 | -1 | 12
CC(C)C(=O)N1CCN(c2ccc(F)c(Cl)c2)C(=O)C1C (configuration not stated) | -1 | -4
Cn1c(SCC(=O)Nc2ccc(F)cc2)nc2c([nH]c3ccccc32)c1=O | -10 | -2
Cn1nc(-c2nc(-c3cccc(F)c3)no2)c2c1CCN(C(=O)c1cccc(Cl)c1)C2 | -3 | -3
CN1C(=O)Cc2ccccc2C1C(=O)NCc1ccc(Cl)cc1 (configuration not stated) | -2 | 1
O=S(=O)(c1cnc[nH]1)N1CCC(c2nc(-c3ccccc3)no2)C1 (configuration not stated) | -5 | -5
COc1ccc(Cn2cc(CN3[C@H](Cc4ccccc4)COc4cc(Br)ccc4S3(=O)=O)nn2)cc1 | -4 | 2
COc1ccc(-c2c(C)sc3ncnc(N)c23)cc1OC | 0 | 8
CCCCCCCCC(=O)N(CC(C)C(=Nc1ccccc1)Nc1ccccc1)c1ccccc1 (configuration not stated) | -2 | .
Cc1ccc(S(=O)(=O)N2CCc3nc(NC(=O)c4cc(C)cc(C)c4)sc3C2)cc1 | -3 | 25

Sorted by molecular weight (rising): part of the list above
SMILES | Pf apPOL block | mHTT-CaM PPI inh
CCCCOC(=O)Nc1ccc(S(N)(=O)=O)cc1 | -16 | 1
O=C(NCCC12CC3CC(CC(C3)C1)C2)Nc1ccccc1 | -4 | -1
COc1cc(NC(=O)/C=C/c2ccco2)ccc1NC(=O)c1ccco1 | 2 | 38

Back to the main list, starting 4 compounds before the break.
SMILES | Pf apPOL block | mHTT-CaM PPI inh
COc1ccc(Cn2cc(CN3[C@H](Cc4ccccc4)COc4cc(Br)ccc4S3(=O)=O)nn2)cc1 | -4 | 2
COc1ccc(-c2c(C)sc3ncnc(N)c23)cc1OC | 0 | 8
CCCCCCCCC(=O)N(CC(C)C(=Nc1ccccc1)Nc1ccccc1)c1ccccc1 (configuration not stated) | -2 | .
Cc1ccc(S(=O)(=O)N2CCc3nc(NC(=O)c4cc(C)cc(C)c4)sc3C2)cc1 | -3 | 25
O=[N+]([O-])c1ccc(N2CC=CCC2)nc1 | -1 | .
C=CCNS(=O)(=O)c1nc(C)c(Cl)c(C)c1C#N | -1 | -5
O=S(=O)(Nc1cnc2ccccc2c1)c1ccc(F)cc1 | -2&2 | 5&4
CC1CN(S(=O)(=O)Cc2ccccc2)CC1c1nc(-c2ccccc2)no1 (configuration not stated) | 0 | -39
CCCCS(CC1CC1(Cl)Cl)=NS(=O)(=O)c1ccc(C)cc1 (configuration not stated) | 0 | 2
Cc1cc(C(F)(F)F)n2ncnc2n1 | . | -4
N#Cc1c(C(F)(F)F)cc(-c2ccccc2)[nH]c1=O | -11&-28 | .
CCOC(=O)C1CCN(C(=O)c2cc3c(n2C)CCN(Cc2ccccc2)C3)CC1 | 1 | 12
CCCOc1ccc(Cc2nnn(CC(=O)O)n2)cc1 | -2 | -2
O=C(Cn1cnc2scc(-c3ccccc3)c2c1=O)NCc1ccccn1 | -8 | 6
COc1ccc(/C=c2\sc3n(c2=O)CN(c2cc(OC)c(OC)c(OC)c2)CN=3)cc1 | -8 | 44
Cc1cc(-c2nc(C)c(-c3nnc(SCC(=O)Nc4ccccc4)n3C)s2)no1 | -2 | .
O=C(Nc1cccc(Cl)c1)N1CCN(C(=O)Nc2cccc(Cl)c2)CC1 | -5 | -5
CC1=N/C(=C\c2ccc([N+](=O)[O-])cc2)C(=O)N1c1ccc(Cl)cc1Cl | -1 | 17
C=CCc1cc(OC)ccc1OCCn1ccnc1 | -1 | 4
COC(=O)C1=C(N)Oc2c(oc(CO)cc2=O)C1c1ccc(Cl)cc1 (configuration not stated) | -2 | 2
Cc1cc(OCC(=O)Nc2ccc(S(=O)(=O)Nc3ncccn3)cc2)ccc1C(C)C | 3 | 5
Cc1cc(C)n2nc(SCC(=O)NCc3ccccc3)nc2n1 | 10 | 2
COc1ccc(OC)c(NC(=O)c2ccc(C)cc2Cl)c1 | 0 | -10
O=C(O)C1C2CCC(C2)C1C(=O)Nc1cc(F)ccc1F (configuration not stated) | 1 | 0
COc1ccc(Cc2nnc(SCC(=O)Nc3cc(F)ccc3C)o2)cc1 | -11 | 0
COc1cccc(OC)c1OCCCOc1ccc([N+](=O)[O-])cc1Cl | -7 | -15
Cc1oc(C2CCN(C(=O)c3ccc(C(C)C)cc3)CC2)nc1C(=O)N(C)C | -3 | 16
CCOc1ccccc1C(=O)N1CCC2(CC1)NC(=O)N(Cc1ccc(C)cc1)C2=O | -9 | 14
COc1cccc(OCC(O)CN(C)C2CCCCC2)c1 (configuration not stated) | 2 | -1
Next part:
SMILES | Pf apPOL block | mHTT-CaM PPI inh
Cn1nccc1-c1cccc(-c2noc(-c3ccoc3)n2)c1 | 2 | 1
CC(C)(C)c1ccc(C(=O)NN=C(C(=O)O)c2ccccc2)cc1 | 26 | .
Cc1cc(N=CN(C)C)n2c(nc3ccccc32)c1C#N | -8 | .
Cn1nc(C(=O)NCc2ccc(F)cc2)c2c1CCN(C(=O)CC1CCCC1)C2 | -12 | 76*
COc1ccc(Cl)cc1NC(=O)c1cc2cccc(OC)c2oc1=O | 2 | -1
Cn1cc2c3c(cccc31)CN(C(=O)c1ccc(Cl)cc1)CC2 | -4 | 54*
Cc1nc(=O)c(-c2ccccc2)c(C)n1-c1cccc(C(=O)O)c1 | 0 | 0
O=C(Nc1ccc2c(c1)OCO2)c1ccc(Br)o1 | 7 | 14
Cc1noc(-c2ccc(NC(=O)c3cccnc3)cc2)n1 | -11 | -9
CN(C)c1ccc(CCCNC(=O)C(=O)NCC(F)(F)F)cc1 | 0 | 6
CC(=O)N1CCN(Cc2c(C)[nH]c(=O)[nH]c2=O)CC1 | 1 | -15
CCOc1nn(-c2nc(-c3ccco3)cc(C(F)(F)F)n2)cc1[N+](=O)[O-] | -1 | 4
O=C(CCCCn1c(=O)[nH]c2ccccc2c1=O)N1CCN(c2ccccn2)CC1 | -1 | -15
O=C(Cn1nc(-c2ccc(Cl)cc2)c2ccccc2c1=O)Nc1ccccc1 | -4 | 0
CN(C)CCN1C(=O)C(O)=C(C(=O)c2ccco2)C1c1ccc(Cl)c(Cl)c1 (configuration not stated) | -3 | 1
Cn1c2ccccc2c2nn3c(SCc4ccccc4)nnc3nc21 | 1 | 0
O=C(NCCC(c1ccccc1)c1ccccc1)c1cnc2n(c1=O)CCS2 | 2 | 5
Cc1ccc(C(=O)N2CCCC2COc2ccc(C(=O)NC(C)C)cc2)cc1 (configuration not stated) | 4 | 5
Cn1c(=O)c2nc(-c3ccc(I)cc3)oc2c2ccccc21 | -7 | -3
c1ccc2[nH]c(CCCc3nc4ccccc4[nH]3)nc2c1 | -1 | -3&3
O=C(c1cccc(OCC2CCCN(C(=O)c3ccccc3F)C2)c1)N1CCCC1 (configuration not stated) | -6 | -2
O=C(Nc1ccc2nsnc2c1)N1CCN(c2ccccn2)CC1 | 4 | 1
O=C(NCC1CCN(C(=O)COc2ccccc2)CC1)c1cnc2ccccc2n1 | -6 | 8
CCCCNC(=O)c1c[nH]c2ccc(S(=O)(=O)N(C)c3ccc(Cl)cc3F)cc2c1=O | -2 | 7
O=C(c1cccs1)N1CCC(CCOCc2cccc(F)c2)CC1 | -3 | -22
(listing goes on)
SMILES | Pf apPOL block | mHTT-CaM PPI inh
COc1nccnc1N1CCC(NC(=O)c2ccoc2)C1 (configuration not stated) | -4 | 6
O=S(=O)(Cc1ccc(Cl)cc1)N1CCc2nc(-c3ccc(F)cc3)ncc2C1 | 3 | 0
CCOC(=O)CC[C@H]1CC[C@]2(CCCN(C(=O)c3ccccc3)C2)O1 | -3 | 9
CC1=C(C(=O)Nc2ccc(Cl)cc2)C(c2ccccc2Cl)n2ncnc2N1 (configuration not stated) | -3 | 7
CCN(CC)S(=O)(=O)c1ccc(C(=O)Nc2c3c(nn2C(C)(C)C)CS(=O)(=O)C3)cc1 | -2 | 6
O=C(Nc1nonc1NC(=O)c1ccccc1F)c1ccccc1F | -6 | 2
COc1cc(/C=C(\C#N)c2nc(-c3ccccc3)cs2)ccc1O | -3 | 97*
COc1cccc(N2C(=O)CC(Sc3ncn[nH]3)C2=O)c1 (configuration not stated) | -8 | 6
COc1cc(Nc2ncc3c(n2)CCN(Cc2ccc(OC)cc2OC)C3)cc(OC)c1 | -3 | 34
Cc1ccc(CNC(=O)C2(C)Cc3ccccc3C(=O)N2Cc2ccco2)cc1 (configuration not stated) | -2 | -4
CC(C)CNC(=O)N1CCC(CCOc2ccncc2)CC1 | -4 | -6
COc1ccc(OC)c(C2=NOC(C(=O)Nc3ccccc3C(F)(F)F)C2)c1 (configuration not stated) | -7 | -14
O=C(c1ccc2c(c1)OCO2)N1CCC(CCOCc2ccccc2F)CC1 | -1 | -6
O=C1Nc2ccccc2C1=Nc1ccc(C(=O)O)cc1 | 0 | 1
N#CC(C#N)=Cc1ccc(-c2ccc(Cl)cc2Cl)o1 | 3 | 8
O=C1CSC(=O)N1CCOc1ccc(F)cc1 | 2 | -5
CC1(C)OC2OC(C(=O)Nc3cc(F)ccc3F)C3OC(C)(C)OC3C2O1 (configuration not stated) | 2 | -6

Reformatted with two lines to a compound: 3 of the compounds above.
Every second line gives: Pf apPOL block, mHTT-CaM PPI inh
CCCCNC(=O)c1c[nH]c2ccc(S(=O)(=O)N(C)c3ccc(Cl)cc3F)cc2c1=O
 : -2, 7
O=C(Cn1cnc2scc(-c3ccccc3)c2c1=O)NCc1ccccn1
 : -8, 6
COc1ccc(C2=N/C(=C\C(Cl)=C\c3ccccc3)C(=O)O2)cc1[N+](=O)[O-]
 : -5, 32
